# Source: PubChem (several laboratories)
# MCL1-BIM inh = disrupts human MCL1 binding to BIM-BH3 peptide | 320,000 tested, 0.68% active | AID 2057 | GST-MCL1 / FITC-Bim-BH3 fluorescence polarization | Q07820 | inhibition, % at 10.9 µM;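 active means inhibition above the mean inhibition of all tested compounds plus 3 SD, set per campaign, cut at about 40% in these data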;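 further: 0% = DMSO wells and 100% = unlabeled Bim-BH3 peptide control; higher means more loss of mP so more displacement of Bim peptide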
# Target sequence (Q07820 whole entry, looked up): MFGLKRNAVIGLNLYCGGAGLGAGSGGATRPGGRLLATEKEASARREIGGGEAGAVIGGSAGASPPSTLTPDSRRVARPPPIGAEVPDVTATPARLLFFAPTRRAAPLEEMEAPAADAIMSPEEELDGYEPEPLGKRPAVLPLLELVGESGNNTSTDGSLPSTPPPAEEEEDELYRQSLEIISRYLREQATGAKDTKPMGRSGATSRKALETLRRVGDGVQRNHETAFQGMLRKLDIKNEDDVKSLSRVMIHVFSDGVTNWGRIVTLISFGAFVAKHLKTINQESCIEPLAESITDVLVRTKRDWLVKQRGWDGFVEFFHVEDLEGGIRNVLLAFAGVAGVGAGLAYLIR
# VLA-4 inh = inhibition in a human VLA-4 binding assay. P13612. VLA-4 expressing cells, ligand binding flow cytometry. inhibition, % (about 7 µM as worked out from the volumes in the protocol). 330,000 tested, 0.2% active. AID 2557; in the data active means inhibition above about 50%
# MEX-5 binding = C. elegans MEX-5 TCR-2 RNA binding activity. activity score (negative = inhibition of binding), % at 10 µM. AID 1832. MEX-5/FITC-TCR2 RNA binding, fluorescence polarization; active compounds read low. 300,000 tested, 0.38% active;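 active means inhibition past about -25% in most replicates, and total fluorescence under double the plate's negative control median, limit read from the data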;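 further: 0% = DMSO and -100% = 5 µM competing unlabeled TCR2 RNA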
# AGP1-GFP MLPCN = alters AGP1-GFP fluorescence in TOR pathway yeast screen. GFP response vs DMSO, % at 10 µM. 320,000 tested, 0.02% active. S. cerevisiae AGP1-GFP multiplex flow cytometry, 3 h; GFP as percent of DMSO wells. AID 2066;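 active means GFP response relative to DMSO above a set limit, near screen average plus 3 SD, cut at about 150% in these data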;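 further: median GFP channel fluorescence of the gated AGP1 strain per well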
# GLD-1 TGE inh = GLD-1-TGE RNA interaction inhibition (C. elegans); Q17339; purified GLD-1 + fluorescein TGE RNA, fluorescence polarization; inhibition, % at 5.96 µM; 320,000 tested, 0.44% active; AID 2280;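 active means percent inhibition above a per-plate cutoff, the plate mean of test compounds plus 3 SD, cut at about 30% in these data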;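 further: 0% = DMSO wells with GLD-1 and probe and 100% = wells lacking GLD-1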
# Target sequence (Q17339 whole entry, looked up): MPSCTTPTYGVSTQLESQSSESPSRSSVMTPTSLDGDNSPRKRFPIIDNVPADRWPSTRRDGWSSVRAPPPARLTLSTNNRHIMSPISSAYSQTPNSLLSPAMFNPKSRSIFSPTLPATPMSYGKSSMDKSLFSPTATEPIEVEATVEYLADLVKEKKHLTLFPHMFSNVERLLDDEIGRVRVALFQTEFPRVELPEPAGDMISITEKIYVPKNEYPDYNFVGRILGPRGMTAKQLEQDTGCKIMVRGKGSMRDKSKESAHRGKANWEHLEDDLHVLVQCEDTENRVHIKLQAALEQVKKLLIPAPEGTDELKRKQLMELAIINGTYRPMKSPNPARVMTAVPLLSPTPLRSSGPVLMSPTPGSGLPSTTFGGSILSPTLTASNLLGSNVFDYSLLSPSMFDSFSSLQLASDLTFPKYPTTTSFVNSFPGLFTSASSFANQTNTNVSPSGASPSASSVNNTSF
# GRK2 inh = human GRK2 inhibition via aptamer displacement | bead flow cytometry, FAM-aptamer displacement from GRK2 | AID 488847 | inhibition of aptamer binding, % at 10 µM | P25098 | 330,000 tested, 0.59% active;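 active means inhibition of aptamer binding above 40%, roughly 3 SD of noise, on plates passing a quality check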;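 further: median bead fluorescence of bound FAM aptamer so fluorescent compounds give negative values; no value below 0 was filed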
# Yeast superoxide = lowers age-related superoxide in aged yeast cells | 330,000 tested, 0.18% active | S. cerevisiae aged cells, superoxide DHE fluorescence; active compounds read low | superoxide response (% of plate mean), % at 10 µM;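 active means superoxide response under a set limit, about three screen SD below normal, cut at about 65% in these data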;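 further: yeast aged for seven days with compound at 30 °C before DHE staining; 100% = average MFI of all compound-treated wells on the plate with controls excluded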
# Bcl-xL primary = blocks human Bcl-xL binding to Bim BH3 peptide; Q07817; GST-Bcl-xL / FITC-Bim BH3 peptide fluorescence polarization; inhibition, % at 10.9 µM; 320,000 tested, 0.7% active; AID 2129;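 active means inhibition above the mean of all tested compounds plus 3 SD, cutoff set per campaign, cut at about 30% in these data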;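 further: 0% = DMSO wells and 100% = unlabeled Bim-BH3 peptide competitor; inhibitors lower millipolarization by displacing the labeled peptide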
# Target sequence (Q07817 whole entry, looked up): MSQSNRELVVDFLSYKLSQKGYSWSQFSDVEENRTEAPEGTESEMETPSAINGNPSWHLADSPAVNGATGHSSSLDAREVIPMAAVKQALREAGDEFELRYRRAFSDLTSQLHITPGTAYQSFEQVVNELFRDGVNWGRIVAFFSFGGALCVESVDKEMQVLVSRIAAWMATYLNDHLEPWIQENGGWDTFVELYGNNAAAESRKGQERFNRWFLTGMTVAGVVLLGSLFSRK
# CIT2-GFP yeast = modulators of TOR pathway CIT2-GFP in S. cerevisiae; 320,000 tested, 0.065% active; S. cerevisiae CIT2-GFP strain, flow cytometry, 3 h; 100 means same as DMSO wells; GFP response vs DMSO, % at 10 µM; AID 2029;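 active means GFP response relative to DMSO above a set limit, near the screen mean plus 3 SD, cut at about 150% in these data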;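 further: ratio of well median GFP fluorescence to mean of DMSO wells on the plate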
# * hit, by the source's call; nt = no result given; & = joins results of further samples.
SMILES,MCL1-BIM inh,VLA-4 inh,MEX-5 binding,AGP1-GFP MLPCN,GLD-1 TGE inh,GRK2 inh,Yeast superoxide,Bcl-xL primary,CIT2-GFP yeast
CCOC(=O)Cc1csc(NC(=O)CN2CCCCC2)n1,6,5,-1.8,108,1,0,99,5,107
Cc1ccc(-c2nn(C)c(=O)c3ccccc23)cc1S(=O)(=O)N1CCCC1,5,-1,0.7,98,-5,0,93,11,95
CS/C(N)=N/N=C/c1ccc2c(c1)OCO2,-4,-4,0.7,147,0,3,93,-4,132
C#CCOCCOCCOCCNc1nc(N2CCN(C(=O)[C@H](CCC(=O)O)n3cc(C(N)[C@H](C)CC)nn3)CC2)nc(N2CCN(C(=O)[C@H](CCC(=O)O)n3cc(C(N)[C@H](C)CC)nn3)CC2)n1 (stereo not given in full),-5,0,-1.8,101,-6,4,97,7,99
CCC(Oc1cc(Cl)ccc1Cl)C(=O)NNC(=O)CCC(=O)O (stereo not given),8,9,0.9,106,-3,0,94,2,109
CCCCc1cc(=O)oc2cc(C)cc(O)c12,7,3,-4.5,98,-5,1,103,4,90
O=C(c1ccc(COc2ccccc2Cl)o1)N1CCN(Cc2ccc3c(c2)OCO3)CC1,-2&7,1&2,-2.4&-0.2,102&97,-1&1,1&0,100&100,3&5,93&94
CCN(C(=O)CN1C=NS(=O)(=O)c2ccccc21)c1ccccc1,1,8,0.2,103,-3,1,119,7,103
CC(NC(=O)c1cc(COc2ccccc2)on1)c1nccs1 (stereo not given),5,8,-1.2,113,5,0,115,1,110
CCOC(=O)[C@@H]1[C@H]2COc3ccc(Br)cc3[C@H]2N2C(=O)N(c3cccc(F)c3)C(=O)[C@]12C,6,18,0.1,92,4,3,103,2,92

# 3 compounds already listed, arranged by the number in AGP1-GFP MLPCN, falling.
Molecule | AGP1-GFP MLPCN
CC(NC(=O)c1cc(COc2ccccc2)on1)c1nccs1 (stereo not given) | 113
CCC(Oc1cc(Cl)ccc1Cl)C(=O)NNC(=O)CCC(=O)O (stereo not given) | 106
CCCCc1cc(=O)oc2cc(C)cc(O)c12 | 98

# Carrying on.
SMILES,MCL1-BIM inh,VLA-4 inh,MEX-5 binding,AGP1-GFP MLPCN,GLD-1 TGE inh,GRK2 inh,Yeast superoxide,Bcl-xL primary,CIT2-GFP yeast
COc1cccc(C(=O)Nc2ccncc2)c1OC,0,5,-0.7,98,2,0,87,10,106
Cc1ncc(CSCC(=O)Nc2cc(C(F)(F)F)ccc2Cl)c(CO)c1O,-11,1,-0.9,100,1,0,100,-1,109
O=C(Nc1ccccc1C(F)(F)F)c1cc(S(=O)(=O)N2CCC3(CC2)OCCO3)ccc1F,1,21,2.4,104,0,2,85,0,103
Cc1c(Cl)c(C(F)(F)F)nn1CC(=O)NCc1ccco1,2,38,-2.7,92,3,1,73,2,97
Cc1cccc(S(=O)(=O)c2c(N)n(-c3ccccc3)c3nc4ccccc4nc23)c1,4,-10,-1.3,103,-4,0,97,6,106
Cc1nn(-c2ccccc2)c(Cl)c1C(=O)NCCN(C)C,1,19,1.8,98,0,2,90,4,99
Clc1ccc(CSc2nccn2Cc2ccccc2)cc1,-12,2,-0.8,99,6,2,108,-26,93
COc1ccc(NC(=O)CSCC(=O)NCc2ccco2)cc1,0,5,-2.1,103,1,1,106,-2,95
COc1ccc(O)c(/C=N/NC(=S)Nc2cccc(S(=O)(=O)N(C)C)c2)c1,9,9,0.1,93,-8,2,88,8,88
COc1ccc(S(=O)(=O)N2CCCCC2)cc1NCC(=O)Nc1ccc(C)cc1,0,-2,-2.1,99,3,0,97,2,98

# Single entries from the entries so far:
# Bcl-xL primary with `Cc1nn(-c2ccccc2)c(Cl)c1C(=O)NCCN(C)C` = 4
# MEX-5 binding with `Clc1ccc(CSc2nccn2Cc2ccccc2)cc1` = -0.8

# (more compounds)
SMILES,MCL1-BIM inh,VLA-4 inh,MEX-5 binding,AGP1-GFP MLPCN,GLD-1 TGE inh,GRK2 inh,Yeast superoxide,Bcl-xL primary,CIT2-GFP yeast
COc1ccc(NCc2nnc(SCC#N)n2-c2ccccc2OC)cc1,5,4,-0.9,105,5,2,97,2,102
CS(=O)(=O)c1ccc2nc(NC(=O)CN3C(=O)C4CC=CCC4C3=O)sc2c1 (stereo not given),-2,14,-0.8,97,2,0,113,2,105
CCN(CC)C(=O)[C@H]1CC(CC(=O)NCc2ccco2)C(=O)N2CCc3c([nH]c4ccccc34)[C@]12C (stereo not given in full),nt,15,nt,94,6,16,106,nt,98
C=CCC[C@@H](Cc1ccc(F)cc1)C(=O)OC[C@H](Cc1c[nH]c2ccccc12)NC(=O)[C@H](CC=C)CC(=O)N(CCO)Cc1ccccc1,nt,24,nt,95,9,3,102,nt,85
O=C(COC(=O)CNC(=O)C1CCCCC1)Nc1ccccc1OC(F)F,nt,-15,nt,106,2,1,89,nt,101
CC(=O)c1cccc(-n2nnnc2SCC(=O)Nc2cccc(NC(=O)c3ccco3)c2)c1,5,-5,-2.4,99,6,2,96,0,83
CC(C)(NS(=O)(=O)OCC(Cl)(Cl)Cl)c1ccccc1,15,34,0.8,78,8,0,97,2,66
O=C(Nc1ccc2c(c1)OCO2)C(c1ccccc1)N1CCN(C(=O)c2ccco2)CC1 (stereo not given),-8,10,-1.3,84,3,2,109,4,87
Cc1ccccc1N(C(=O)Cn1nnc(-c2cccs2)n1)C(C(=O)NCCC(C)C)c1ccco1 (stereo not given),5,-17,0.7,104,4,5,104,6,117
O=C1C[C@H](c2ccc(O)cc2)Oc2cc(O[C@@H]3O[C@H](CO)[C@@H](O)[C@H](O)[C@H]3O)cc(O[C@@H]3O[C@H](CO)[C@@H](O)[C@H](O)[C@H]3O)c21,nt,16,nt,92,2,0,108,nt,99
O=C(c1cc(-c2ccc(F)cc2)on1)N1CCCCCC1,8,2,0.5,90,4,4,103,3,86
COc1ccccc1C1C(C(=O)c2sc(C)nc2C)=C(O)C(=O)N1CCN1CCOCC1 (stereo not given),11,5,-1.1,86,1,2,92,3,85
CC(=O)c1c(C)[nH]c(C(=O)Nc2cccc(C)n2)c1C,3,16,0.2,100,-7,0,98,0,97
Cc1ccc(NC(=S)N(CCCN2CCOCC2)Cc2ccco2)cc1,3,1,-0.2,104,1,2,99,3,101
C[C@@H]1NC(=O)c2cc([N+](=O)[O-])cc(F)c2NCCC[C@@H](C(N)=O)NC(=O)[C@H](CC(N)=O)NC1=O,14,0,-1.8,98,1,0,105,8,98
CC1CN(C(=S)NC2CCCC2)CC(C)O1 (stereo not given),7,-13,0.8,93,-8,0,100,1,100
CSc1cccc(NC(=S)N2CCC(N(C)C3CCCCC3)CC2)c1,9,10,0.8,108,6,2,104,-2,97
Cc1ccc(-c2nc(SCC(=O)NCC3CCCO3)c(-c3ccccc3)[nH]2)cc1 (stereo not given),-3,-23,0.1,103,5,0,90,1,106
Cc1cccc(NC(=S)N(CCCN(C)C)Cc2cc3cc4c(cc3[nH]c2=O)OCO4)c1,-3,-1,-2.1,98,-3,0,98,-2,102
O=C(CN1C(=O)NC2(CCCC2)C1=O)NNC(=O)c1ccc(Br)cc1,2,9,-0.5,101,7,2,101,2,95
CC(=O)c1ccc(N2CCN(C(=O)CCS(=O)(=O)c3ccc4c(c3)NC(=O)CS4)CC2)cc1,1,0,0.3,105,14,3,94,9,108
COC(=O)c1ccc(NC(=O)CSc2nnc(COc3c(C)cccc3C)o2)cc1,1,9,-0.9,105,4,0,88,1,103
Cc1nc2ccc(C(=O)N/N=C/c3ccccc3O)cc2[nH]1,5,0,-3.3,104,-4,0,94,3,106
CCN(CC)c1ccc(C(=O)NNC(=O)C2CSC3(C)CCC(=O)N23)cc1 (stereo not given),5,9,nt,100,0,0,101,1,98
O=C(CSc1nc2ccccc2[nH]1)NC1CCS(=O)(=O)C1 (stereo not given),-9,-5,-3.1,111,-4,3,96,-4,107
CC(=O)Nc1ccc(NC(=O)C(C)OC(=O)c2ccc(C)s2)cc1 (stereo not given),-10,1,1.4,89,-6,0,113,1,97
Cc1ccc(/C=C(\NC(=O)c2ccccc2)C(=O)NC(Cc2ccccc2)C(=O)O)cc1 (stereo not given),1,6,-1.6,95,6,2,96,3,92
COc1ccc(NC(=O)CSc2nc3[nH]ncc3c(=O)[nH]2)cc1OC,-2,7,-0.8,92,3,4,101,3,102
N#C/C(=C\c1ccncc1)C(N)=O,6,7,2.6,98,5,0,107,6,93
CC(CC(=O)N1CCN(C(=O)c2ccccc2)CC1)c1ccccc1 (stereo not given),1,6,-0.4,109,-1,0,109,0,107
CCCCOc1ccc(Cl)cc1CSc1n[nH]c(C)n1,8,2,-0.5,97,4,0,108,5,101
CCN1CCCC1CNCC(=O)Nc1ccc(OC(F)(F)F)cc1 (stereo not given),9,2,-0.1,103,2,0,94,9,99
CC1CCN(c2nc3ccc(C(=O)NCCCN4CCCCC4C)cc3s2)CC1 (stereo not given),5,1,3.2,98,-7,0,116,-2,90
COc1ccc(CC(=O)OCn2nnc3ccccc3c2=O)cc1OC,1,-6,0.8,101,-1,0,103,6,97
CC(C)(CO)NC(=O)C(c1ccccc1)c1ccccc1,-11,29,-0.6,111,8,2,98,-6,103
CCC(C)(C)C1CCC(=NNS(=O)(=O)c2ccc(C)c([N+](=O)[O-])c2)CC1 (stereo not given),5,17,2.0,97,0,0,100,5,100
c1ccc(Cn2ncc3c(N4CCCCC4)ncnc32)cc1,0,3,-1.2,nt,5,2,95,2,108
CCCCC(=O)Nc1nc2c(s1)COc1ccccc1-2,-1,23,-0.3,95,4,1,110,3,91
COc1ccc(NC(=O)CN2CCN(S(=O)(=O)c3ccc(C(C)C)cc3)CC2)cc1OC,-6,-1,-5.5,107,-2,0,94,-2,103
CNNC(=S)NC1CC2CC1C1C=CCC21 (stereo not given),10,2,-1.9,96,0,0,85,2,89
CCC(C)NC(=O)Cn1c(=O)n(CCCCCC(=O)Nc2ccccc2)c(=O)c2sccc21 (stereo not given),5,-10,1.8,97,8,1,83,3,90
COc1cc(C(=O)Nc2cccc(C)n2)ccc1OCC(=O)N1CCOCC1,1,-13,nt,97,0,0,100,0,88
Cc1nn(CC(=O)OCC(=O)Nc2ccccc2[N+](=O)[O-])c(C)c1[N+](=O)[O-],1,-3,-1.6,102,5,0,118,2,100
Cc1nn(-c2ccccc2)c2sc(-c3n[nH]c(=S)o3)cc12,-15,0,0.3,63,-2,0,191,-18,101
CCOc1ccc(C(=O)Nc2nnc(SCC(=O)NCC3CCCO3)s2)cc1OCC (stereo not given),-2,-7,-1.7,101,-1,7,102,-2,98
CC(=O)Nc1ccc(NC(=O)C(C)Sc2nnc(C3CC3)n2-c2ccccc2)cc1 (stereo not given),-8,-15,nt,100,2,3,88,-10,95
Cc1nc(SCC(=O)NCCc2ccc(Cl)cc2)nc(C)c1C,-3,-13,0.1,99,-1,0,116,-1,100
CN(C)c1cccc(C(=O)Nc2cc(C(F)(F)F)ccc2-n2cnc3ccccc32)c1,-6,6,1.4,102,-5,4,101,-2,92
O=C(/C=C/c1ccc(Cl)cc1Cl)NC(=S)Nc1ccccn1,-4,0,2.2,93,-1,0,97,-5,106
CC1CCC2C(C1)OS(=O)(=O)NC2(C)C (stereo not given),5,23,-1.9,88,6,1,95,6,95
CCCn1nc2cc(C(=O)NC3CCCc4ccccc43)ccc2c1OCC (stereo not given),-4,-3,1.7,103,2,0,100,2,107
OCCCNc1ncnc2c1[nH]c1ccccc12,-5,-2,-1.4,122,-3,0,97,-5,119
O=C(O)c1cccc2c1C(=O)c1ccc(-c3ccc(OC(F)(F)F)cc3)cc1S2(=O)=O,nt,7,nt,94,1,1,111,nt,90
